Y pestis TopoI = Yersinia pestis topoisomerase I inhibitors, primary screen, biochemical, cleavage product accumulation, plate reader, single point; DNA topoisomerase I (Yersinia pestis CO92); Y. pestis Topo-I cleavage product accumulation; activity, % at 10 µM; 360,000 compounds, 0.064% hits; in the data active = activity above about 50%, passing the limit was not always enough; inconclusive = no clear call, values can overlap the other calls; also: inactives centre near 2
PfHsp40 rescue = rescue of yeast from PfHsp40 toxicity, primary screen, S. cerevisiae, ATP luminescence. growth rescue, % at 12.5 µM. 340,000 compounds, 0.68% hits. S. cerevisiae expressing PfHsp40, growth rescue. AID 504582, 2011; in the data active = growth rescue above about 28%, passing the limit was not always enough; inconclusive = no clear call, values can overlap the other calls;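 also: yeast W303a lacking pdr1 and pdr3 grown in galactose medium; growth measured after three days at 30 °C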
MazEF act = activators of E. coli MazEF toxin-antitoxin RNase, primary screen, biochemical, fluorescence, uHTS. Endoribonuclease toxin MazF (Escherichia coli (strain K12)), P0AE70. FAM/BHQ RNA-DNA oligo cleavage fluorescence, 5 h. activation, % at 20 µM. 350,000 compounds, 0.32% hits; in the data active = activation above about 50%
Target sequence (P0AE70 whole entry, looked up): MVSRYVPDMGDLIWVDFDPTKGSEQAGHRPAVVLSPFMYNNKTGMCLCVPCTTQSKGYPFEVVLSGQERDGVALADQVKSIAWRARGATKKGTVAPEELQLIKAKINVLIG
SARS 3CLpro inh = SARS-CoV 3CLpro protease inhibitors, primary screen, biochemical, quenched FRET. AID 1706, 2009. recombinant SARS-CoV 3CLpro, quenched FRET peptide cleavage. inhibition, % at 6 µM. 290,000 compounds, 0.14% hits; in the data active = inhibition above about 12%
Anthrax LF prot = Bacillus anthracis LF protease inhibitors, primary screen, biochemical, multiplex microsphere, MLPCN library. inhibition, % at 10 µM. AID 588501, 2011. multiplex microsphere protease cleavage assay. 360,000 compounds, 0.12% hits. Lethal factor (Bacillus anthracis), P15917; in the data active = inhibition above about 30%; inconclusive = no clear call, values can overlap the other calls; also: plate controls were buffer without enzyme for full effect and enzyme alone for no effect
SSB-PriA inh = inhibitors of Klebsiella pneumoniae PriA binding to SSB C-terminal tail, primary screen, biochemical, AlphaScreen. AlphaScreen SSBct-PriA binding, biotinylated peptide. PriA–SSB C-terminal tail interaction (Klebsiella pneumoniae). 430,000 compounds, 0.6% hits. AID 1272365, 2023. inhibition, % at 33 µM; in the data active = inhibition mostly above about 37%, no sharp cut-off; inactive = mostly below about 20%;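 also: plate controls were negative control peptide for no effect and reference peptide for full effect; strong numbers were not always called active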
VHR inh abs = VHR1 phosphatase inhibitors, primary screen, biochemical, absorbance, uHTS; recombinant VHR phosphatase, pNPP absorbance; 290,000 compounds, 0.52% hits; Dual specificity protein phosphatase 3 (Homo sapiens), P51452; AID 1654, 2009; inhibition, % at 13.3 µM; in the data active = inhibition above about 50%; also: some compounds called inactive have numbers as strong as hits
Target sequence (P51452 whole entry, looked up): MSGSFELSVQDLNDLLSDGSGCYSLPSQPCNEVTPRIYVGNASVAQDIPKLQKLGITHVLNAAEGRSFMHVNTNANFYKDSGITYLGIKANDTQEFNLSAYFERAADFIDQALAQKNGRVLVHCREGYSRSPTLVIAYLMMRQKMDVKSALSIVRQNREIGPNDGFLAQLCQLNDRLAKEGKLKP
Rv3671c inh = Rv3671c serine protease inhibitors, primary screen, biochemical, fluorescence polarization, M. tuberculosis H37Rv. inhibition, % at 5.96 µM. 320,000 compounds, 0.048% hits; in the data active = inhibition above about 38%;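 also: extracellular domain of Rv3671c used as enzyme; 0% = enzyme with DMSO and 100% = no enzyme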
Target sequence (P9WHR9 whole entry, looked up, the tested form may be a part): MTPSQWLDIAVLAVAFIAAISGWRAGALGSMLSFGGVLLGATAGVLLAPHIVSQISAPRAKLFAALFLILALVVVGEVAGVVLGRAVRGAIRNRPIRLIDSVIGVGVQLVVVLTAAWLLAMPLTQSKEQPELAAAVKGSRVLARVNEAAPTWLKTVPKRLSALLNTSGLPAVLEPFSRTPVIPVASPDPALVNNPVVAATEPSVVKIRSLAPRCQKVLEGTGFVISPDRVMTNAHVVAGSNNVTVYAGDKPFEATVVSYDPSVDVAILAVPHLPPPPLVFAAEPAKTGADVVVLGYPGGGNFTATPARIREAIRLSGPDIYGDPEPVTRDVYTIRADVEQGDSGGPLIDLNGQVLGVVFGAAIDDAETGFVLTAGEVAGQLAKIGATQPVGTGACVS
BH1578 lux ind = inducers of Vibrio cholerae quorum light production without autoinducers, primary screen, BH1578 luxS cqsA deficient, single point; V. cholerae BH1578 lux reporter, luminescence, 6 h; activation, % at 18.7 µM; 350,000 compounds, 0.16% hits; in the data active = activation mostly above about 9.7%, no sharp cut-off; inconclusive = no clear call, values can overlap the other calls; inactive = mostly below about 3.7%; also: not every result past the cut was called active; inactives centre near 0; reference of the scale not given here
TcdB GH inh = TcdB glycohydrolase inhibitors, primary screen, biochemical, single point, plate reader | Toxin B (Clostridioides difficile), P18177 | 350,000 compounds, 0.24% hits | inhibition, % at 9.99 µM | TcdB glycohydrolase enzymatic assay; in the data active = inhibition above about 10%
* = called active by the depositor; i = inactive; ? = inconclusive; · = not tested or not shown.

SMILES	Y pestis TopoI	PfHsp40 rescue	MazEF act	SARS 3CLpro inh	Anthrax LF prot	SSB-PriA inh	VHR inh abs	Rv3671c inh	BH1578 lux ind	TcdB GH inh
CCOC(=O)N1CCN(C(=O)COC(=O)C2CCN(S(=O)(=O)c3ccc(C)c(C)c3)CC2)CC1	6	-0.6	1	·	0	-3	·	0	i	0.5
O=C(NCC(c1cccnc1)N1CCN(c2ccccc2)CC1)c1ccco1 (stereo unspecified)	-5	-0.7	-2	-1	0	-6	·	1	i	·
CC1CCc2c(sc3ncn4c(SCC(=O)NCc5ccco5)nnc4c23)C1 (stereo unspecified)	9	-1.4	2	-6	0	-16	22	-4	-3.6	0.7
COc1ccc(CCNC(=O)CCS(=O)(=O)Cc2ccccc2C)cc1OC	-5	11	2	-1	19	-4	-10	-2	-1.0	2.2
CCN(C(=O)CSc1nc2cc(C(=O)OC)ccc2c(=O)n1Cc1ccco1)c1cccc(C)c1	10	0.3	-8	1	-3	-11	16	3	i	·
CCSc1ncc(/C=N/Nc2ccc(Cl)cc2)n1C	-8	5.9	-12	6	-4	·	6	9	i	·
Fc1ccc(C2NC(=S)NC3=C2N2CCC3CC2)cc1 (stereo unspecified)	6	-1.0	4	-4	-1	-1	-12	-2	-0.5	-0.2
N#C/C(=C\c1c(N2CCC(C(N)=O)CC2)nc2ccccn2c1=O)S(=O)(=O)c1ccccc1	7	-0.2	-2	-4	2	0	10	2	-0.2	·
NNCCc1ccccc1	10	-0.6	-1	-7	-13	-17	9	6	i	-18
CN(CCOc1ccccc1)C(=O)c1ccc2c(=O)n3c(nc2c1)CCC3	10	-0.3	-1	·	-2	-9	·	-3	i	1.5
COc1ccc(C2=NN(C(=O)COc3ncnc4ccccc34)C(c3ccco3)C2)cc1 (stereo unspecified)	11	-1.2	27	6	-4	1	29	3	-0.3	2.8
COc1cc2c(cc1NC(=O)C(C)OC(=O)C1CC(=O)N(Cc3ccco3)C1)oc1ccccc12 (stereo unspecified)	7	-1.9	-3	4	-5	3	24	-16	0.1	·
O=C(CC1Oc2ccccc2NC1=O)NCCCN1CCOCC1 (stereo unspecified)	-6	0.5	11	2	4	-10	7	1	i	-2.3
CC1=NNC(=O)C1CC(=O)N/N=C/C(Br)=C/c1ccccc1 (stereo unspecified)	4	-0.8	4	0	?	i	0	0	-0.4	-0.7
COc1cccc(CN2CC(C(=O)NCCCc3ccncc3)CCC2=O)c1 (stereo unspecified)	5	3.0	5	-4	0	-8	-8	·	-0.8	2.6
O=C1C=CC(=O)N1CCNc1ncc(C(F)(F)F)cc1Cl	16	-7.1	6	2	4	-10	35	·	-1.8	0.7
COc1cccc(NS(=O)(=O)NC(=O)c2c(C)[nH]c3ccccc23)c1	-2	-1.2	8	-4	0	-9	-13	4	i	0.7
CCn1c(SCC(=O)NC(=O)NCc2ccco2)nnc1-c1cccs1	1	3.1	3	-1	-4	9	13	-1	-1.8	·
O=C1CCc2cc(S(=O)(=O)NCc3ccc(F)cc3)cc3c2N1CC3	-3	-1.3	4	·	-2	-2	·	·	i	-0.2
COc1ccc(CC(=O)NC(C)(C)C)cc1S(=O)(=O)N1CCOCC1	-3	-0.7	-6	2	1	-7	28	-5	0.1	·
CC(=O)N1CCN(CC(c2ccccc2)c2ccccc2)CC1	1	-0.5	2	-6	4	-6	-12	-5	-0.3	0.6
CCOC(=O)NN1C(=O)c2ccccc2NC1c1ccccc1 (stereo unspecified)	1	-0.8	13	1	1	-6	4	4	-0.3	·
CCOC(=O)C1(CC2CCCCO2)CCN(C(=O)Nc2ccc3c(c2)OCO3)CC1 (stereo unspecified)	6	-0.6	-6	1	-4	-7	25	3	-0.4	0.8
COc1cccc(CN(C)S(=O)(=O)c2c(C)noc2C)c1OC	7	-3.1	-2	·	-1	-10	·	·	-0.5	0.8
Cc1cnc(C(=O)OCC(=O)Nc2ccc(Br)cc2F)cn1	4	0.1	13	·	·	2	·	-8	-0.5	1.8

Going on with the list:
SMILES	Y pestis TopoI	PfHsp40 rescue	MazEF act	SARS 3CLpro inh	Anthrax LF prot	SSB-PriA inh	VHR inh abs	Rv3671c inh	BH1578 lux ind	TcdB GH inh
Cc1ccc(NC(=O)CN(C)C(=S)NC2CC2)cc1	-3	2.4	-8	-4	-8	-6	26	-3	i	-5.8
COCCNS(=O)(=O)c1cc(OC)c(C)cc1C	0	-0.1	9	2	-5	-14	-10	3	i	1.9
NC(=O)C1CCN(C(=O)c2ccc(OCC(=O)Nc3cccc(C(F)(F)F)c3)cc2)CC1	-3	0.9	2	·	2	3	·	4	7.1	0.3
CN(C)c1ncnc2c1ncn2C1CCCCO1 (stereo unspecified)	6	0.0	-1	·	2	-12	·	·	i	0.7
COc1ccc(C(=O)NCCc2nnc(SCC(=O)Nc3ccccc3C(C)C)n2C)cc1	7	-1.7	2	3	-3	-14	27	-6	-0.1	·
O=C(Cn1c(=O)oc2ccccc21)N1CCN(S(=O)(=O)c2ccccc2)CC1	-2	-1.1	-31	·	6	-1	·	-6	i	-4.9
CCOC(=O)C1CCN(C(=O)c2ccccc2)c2scc(-c3ccccc3)c2C1=O (stereo unspecified)	26	·	1	·	-2	·	·	·	-0.7	2.4
CN(CC(=O)Nc1ccccc1Br)C(=O)c1cc2c(s1)CCCCC2	36	0.9	0	·	·	-6	·	-6	i	1.1
CN(C)CCCN(Cc1cc2cc3c(cc2[nH]c1=O)OCO3)C(=S)Nc1ccccc1	3	-1.0	15	1	3	-5	12	5	-0.1	0.7
CN1CCN(c2ccc(-c3cccc(NC(=O)COc4ccc(Cl)cc4Cl)c3)nn2)CC1	1	0.2	·	·	2	-3	·	-17	i	0.9
Cc1cc(NC(=O)c2ccc(S(=O)(=O)Nc3ccccc3)cc2)no1	2	-1.6	0	4	-5	-4	-3	-10	i	·
Cc1cc(NC(=O)COC(=O)C2CCN(C(=O)c3ccc(Cl)cc3)CC2)no1	0	-1.0	3	-1	-2	-6	-15	-3	-0.3	·
CC(C)OC(=O)CSc1nnc(CNc2ccc(Cl)cc2)n1Cc1ccccc1	15	1.1	4	-2	-1	-17	22	4	7.1	·
O=C(O)CCCNS(=O)(=O)c1ccc(NCc2ccccc2)c(C(=O)O)c1	-1	0.3	-1	1	2	-16	-12	10	-2.0	·
Cn1cccc1CC(=O)NNC(=S)Nc1ccc(Cl)cc1Cl	-6	1.9	-6	1	2	-4	8	9	i	·
CC(C)(C)NC(=O)COC(=O)c1ccccc1NC(=O)c1ccco1	-2	-2.5	1	0	-1	-1	5	2	-0.4	·
O=C(Nc1c2c(nn1-c1cccc(Cl)c1)CS(=O)(=O)C2)c1ccco1	0	1.0	8	6	3	-5	34	-2	-0.5	0.7
CCCCn1c(N)c(N(CC(C)C)C(=O)CCCn2c(=O)oc3ccccc32)c(=O)[nH]c1=O	2	0.0	-5	·	1	13	·	1	i	-10
Cc1c(C(=O)OCC(=O)N2CCCC(C)C2)oc2ccccc12 (stereo unspecified)	14	0.0	3	·	2	-13	·	8	i	2.5
Cc1ccc(NC(=O)COc2ccc(Br)cc2CO)cc1	10	3.6	0	-4	-1	-9	28	-1	-0.9	·
Cc1cccc(C(=O)Nc2ccc(N3CCN(c4ccc(C(F)(F)F)cn4)CC3)nc2)c1	6	0.4	-9	1	9	-3	27	3	i	1.4
CC(C)c1[nH]nc2c1C(c1ccco1)C(C#N)=C(N)O2 (stereo unspecified)	-1	-0.3	3	5	1	-11	9	5	-0.2	1.2
CC1CC[C@@]2(OC1)O[C@H]1CC3[C@@H]4C[C@@H](O)[C@@]5(O)C[C@@H](O)[C@H](O)C[C@]5(C)[C@H]4CC[C@]3(C)[C@H]1[C@@H]2C (stereo partly specified)	-1	-0.1	9	-2	-3	-11	-8	-2	i	-0.1
O=C(c1ccc(Cn2c(=S)[nH]c3ccc(N4CCOCC4)cc3c2=O)cc1)N1CCN(c2ccc(F)cc2)CC1	18	1.7	-7	1	-6	4	32	8	i	-0.1
CCCC(C)NC(=S)Nc1cc(C)cc(C)c1 (stereo unspecified)	12	-0.6	7	2	0	-10	21	-1	-0.5	-0.8
CSCC[C@H](NC(=O)c1cc([N+](=O)[O-])ccc1Cl)c1nc2ccccc2[nH]1	-8	-1.5	2	5	-1	11	10	2	i	0.3
COc1ccc(N(CC(=O)N2CCN(Cc3ccccc3)CC2)S(C)(=O)=O)c(OC)c1	-11	-0.1	3	0	5	-9	9	1	-1.2	0.9

Shown bar-delimited: entries from further up
canonical_smiles | Y pestis TopoI | PfHsp40 rescue | MazEF act | SARS 3CLpro inh | Anthrax LF prot | SSB-PriA inh | VHR inh abs | Rv3671c inh | BH1578 lux ind | TcdB GH inh
CC(C)(C)NC(=O)COC(=O)c1ccccc1NC(=O)c1ccco1 | -2 | -2.5 | 1 | 0 | -1 | -1 | 5 | 2 | -0.4 | ·
O=C(Nc1c2c(nn1-c1cccc(Cl)c1)CS(=O)(=O)C2)c1ccco1 | 0 | 1.0 | 8 | 6 | 3 | -5 | 34 | -2 | -0.5 | 0.7
CCCCn1c(N)c(N(CC(C)C)C(=O)CCCn2c(=O)oc3ccccc32)c(=O)[nH]c1=O | 2 | 0.0 | -5 | · | 1 | 13 | · | 1 | i | -10
Cc1c(C(=O)OCC(=O)N2CCCC(C)C2)oc2ccccc12 (stereo unspecified) | 14 | 0.0 | 3 | · | 2 | -13 | · | 8 | i | 2.5
Cc1ccc(NC(=O)COc2ccc(Br)cc2CO)cc1 | 10 | 3.6 | 0 | -4 | -1 | -9 | 28 | -1 | -0.9 | ·
Cc1cccc(C(=O)Nc2ccc(N3CCN(c4ccc(C(F)(F)F)cn4)CC3)nc2)c1 | 6 | 0.4 | -9 | 1 | 9 | -3 | 27 | 3 | i | 1.4
CC(C)c1[nH]nc2c1C(c1ccco1)C(C#N)=C(N)O2 (stereo unspecified) | -1 | -0.3 | 3 | 5 | 1 | -11 | 9 | 5 | -0.2 | 1.2
CC1CC[C@@]2(OC1)O[C@H]1CC3[C@@H]4C[C@@H](O)[C@@]5(O)C[C@@H](O)[C@H](O)C[C@]5(C)[C@H]4CC[C@]3(C)[C@H]1[C@@H]2C (stereo partly specified) | -1 | -0.1 | 9 | -2 | -3 | -11 | -8 | -2 | i | -0.1
O=C(c1ccc(Cn2c(=S)[nH]c3ccc(N4CCOCC4)cc3c2=O)cc1)N1CCN(c2ccc(F)cc2)CC1 | 18 | 1.7 | -7 | 1 | -6 | 4 | 32 | 8 | i | -0.1
CCCC(C)NC(=S)Nc1cc(C)cc(C)c1 (stereo unspecified) | 12 | -0.6 | 7 | 2 | 0 | -10 | 21 | -1 | -0.5 | -0.8
CSCC[C@H](NC(=O)c1cc([N+](=O)[O-])ccc1Cl)c1nc2ccccc2[nH]1 | -8 | -1.5 | 2 | 5 | -1 | 11 | 10 | 2 | i | 0.3
COc1ccc(N(CC(=O)N2CCN(Cc3ccccc3)CC2)S(C)(=O)=O)c(OC)c1 | -11 | -0.1 | 3 | 0 | 5 | -9 | 9 | 1 | -1.2 | 0.9

Screens deposited in PubChem BioAssay by several laboratories.

Not all compounds are listed, so the mix of outcomes need not match the whole.
